From PubChem
AHR act = activators of human aryl hydrocarbon receptor; P35869; AHR-responsive luciferase reporter cells, luminescence; activation, % at 5 µM; 320,000 tested, 2.5% active; AID 2796; in the data active means activation above about 47%;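 further: 0% = vehicle wells and 100% = reference agonist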
procasp3 activ = activates human procaspase-3; P42574; recombinant procaspase-3 D3A, Ac-DEVD-pNA absorbance 405 nm; activation, % at 8.5 µM; 330,000 tested, 0.11% active;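 active means activation above the mean of all tested compounds plus 3 SD, cut at about 21% in these data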;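 further: 0% = DMSO alone and 100% = DMSO wells spiked with extra 5 µM PC-3 D3A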
Target sequence (P42574 whole entry D9A/D28A/D175A): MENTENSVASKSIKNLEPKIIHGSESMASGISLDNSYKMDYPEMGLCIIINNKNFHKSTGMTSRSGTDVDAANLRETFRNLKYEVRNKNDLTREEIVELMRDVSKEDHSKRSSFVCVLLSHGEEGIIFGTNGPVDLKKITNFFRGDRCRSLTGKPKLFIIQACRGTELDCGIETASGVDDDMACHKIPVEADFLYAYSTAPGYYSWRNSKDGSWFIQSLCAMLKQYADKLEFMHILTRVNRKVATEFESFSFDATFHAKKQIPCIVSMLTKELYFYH
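Test system: Procaspase-3 D3A mutant; medium: Zinc-free HEPES/NaCl buffer with 0.01% Triton X-100 at pH 7.4; reagent: DEVD-pNA substrate; doses: one concentration, 8.5 µM nominal, 0.8% DMSO; times: 1 h preincubation plus 2 h reaction at 25 °C; signal: Epi-absorbance at 405 nm of released p-nitroaniline, 0 and 120 min; replicates: singlicate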
proCasp7 act = counter-screen for procaspase-3 activators: activators of human procaspase-7; activation, % at 8.5 µM; 330,000 tested, 0.093% active; recombinant procaspase-7, Ac-DEVD-pNA absorbance 405 nm; D23A/D198A/D206A triple mutant, cannot self-cleave; scale: DMSO 0, 5 µM enzyme 100; P55210;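 active means percent activation above the screen-wide mean plus 3 SD, cut at about 25% in these data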
Target sequence (P55210 whole entry D23A/D198A/D206A): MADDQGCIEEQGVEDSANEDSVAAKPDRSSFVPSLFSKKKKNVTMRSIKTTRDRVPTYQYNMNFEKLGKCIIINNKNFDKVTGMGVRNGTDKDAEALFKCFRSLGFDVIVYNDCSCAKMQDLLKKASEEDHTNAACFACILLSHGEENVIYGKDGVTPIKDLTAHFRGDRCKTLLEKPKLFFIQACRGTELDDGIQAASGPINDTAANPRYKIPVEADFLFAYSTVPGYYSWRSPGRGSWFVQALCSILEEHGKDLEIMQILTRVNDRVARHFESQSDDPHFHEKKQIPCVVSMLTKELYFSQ
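Test system: Procaspase-7 triple mutant (PC-7 D3A). Also added: Ac-DEVD-pNA substrate, 400 µM as added. Schedule: 1 h enzyme–compound preincubation and 2 h substrate reaction, both 25 °C. Signal: p-Nitroaniline absorbance at 405 nm, read at 0 and 120 min. Control set: low DMSO alone, high DMSO plus 5 µM PC-7.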
RPL19A TOR yeast = yeast TOR pathway RPL19A-GFP modulation. S. cerevisiae RPL19A-GFP strain, flow cytometry, 3 h; hits give low values. 330,000 tested, 0.3% active. percent response vs DMSO, % at 10 µM. AID 2025;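 active means percent response vs DMSO below 50%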;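 further: median channel GFP fluorescence of the barcoded RPL19A-GFP strain; ratio of sample median GFP to plate DMSO average so 100% = DMSO; lower means less RPL19A-GFP as with rapamycin TOR inhibition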
AGP1-GFP MLPCN = modulators of TOR pathway AGP1-GFP in S. cerevisiae | S. cerevisiae AGP1-GFP multiplex flow cytometry, 3 h; GFP as percent of DMSO wells | GFP response vs DMSO, % at 10 µM | 320,000 tested, 0.02% active | AID 2066;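 active means GFP response relative to DMSO above a set limit, near screen average plus 3 SD, cut at about 150% in these data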;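 further: median GFP channel fluorescence of the gated AGP1 strain per well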
CIT2-GFP yeast = yeast TOR pathway CIT2-GFP modulation | S. cerevisiae CIT2-GFP strain, flow cytometry, 3 h; 100 means same as DMSO wells | 320,000 tested, 0.065% active | GFP response vs DMSO, % at 10 µM;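 active means GFP response relative to DMSO above a set limit, near the screen mean plus 3 SD, cut at about 150% in these data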;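 further: ratio of well median GFP fluorescence to mean of DMSO wells on the plate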
MEP2-GFP yeast = alters MEP2-GFP fluorescence in TOR pathway yeast screen. S. cerevisiae MEP2-GFP strain, flow cytometry GFP, 3 h; 100% = DMSO control level. GFP response vs DMSO, % at 10 µM. 330,000 tested, 0.51% active;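 active means GFP response versus DMSO above a set limit, roughly screen mean plus 3 SD, cut at about 180% in these data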;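 further: median GFP fluorescence of the barcode-gated MEP2-GFP cells per well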
LAP4-GFP MLPCN = yeast TOR pathway LAP4-GFP modulation; S. cerevisiae LAP4-GFP multiplex, flow cytometry GFP, 3 h; median GFP as percent of DMSO wells; GFP response vs DMSO, % at 10 µM; 320,000 tested, 0.34% active; AID 2023;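 active means GFP response vs DMSO above a set limit, about the screen mean plus 3 SD, cut at about 150% in these data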
* = called active by the depositor; x = not tested or not shown; [ ] = another dose, or the depositor's remark.

Start of the data: the first 13 records as a preview:
SMILES	AHR act	procasp3 activ	proCasp7 act	RPL19A TOR yeast	AGP1-GFP MLPCN	CIT2-GFP yeast	MEP2-GFP yeast	LAP4-GFP MLPCN
Cc1ccccc1CSc1nnc(-c2ccccc2)c(=O)[nH]1	-1	-9	-5	95	101	97	102	99
O=C(O)c1cccc(S(=O)(=O)Nc2ccc3[nH]c(=O)[nH]c3c2)c1	0	-5	-4	94	104	103	91	105
CCN(CC(=O)Nc1c(F)cccc1F)C(=O)c1csc2c1CCCC2	2	-7	4	102	106	82	101	131
CC(C)(C)NCC(O)COc1c(F)cc(Br)cc1F (stereo unspecified)	3	-1	-2	105	108	108	108	107
Cc1ccn2c(=O)nc(SCC(=O)N3CCC(Cc4ccccc4)CC3)nc2c1	4	-8	2	98	104	99	98	114
O=C(NCc1cccnc1)C1CCN(S(=O)(=O)N2CCC3(CC2)OCCO3)CC1	-1	-5	13	97	100	101	96	101
CC(/C=N\Nc1nnc2c(n1)[nH]c1c(C)cccc12)=C\c1ccco1	57*	-5	5	99	109	99	101	95
C=CCNC(=O)C(C)Sc1ccc(Cl)cc1 (stereo unspecified)	-1	-17	4	100	106	95	97	101
CCCOc1ccc(C(O)CCNC(CC(=O)O)c2ccccc2)cc1 (stereo unspecified)	-2	5	3	103	92	98	106	106
CN1c2ccsc2/C(=N/Nc2ccccc2)CS1(=O)=O	74*	-17	-5	100	112	107	106	140
CCS(=O)(=O)N1Cc2ccccc2CC1C(=O)Nc1ncc(C)s1 (stereo unspecified)	7	0	5	103	105	108	112	97
Cc1ccc(C(=O)O/N=C(\N)c2ccc(Br)cc2)cc1	-6	5	5	104	84	96	101	104
CCOC(=O)N1CCC(NC(=O)CC(NS(=O)(=O)c2ccc(C)cc2)c2ccco2)CC1 (stereo unspecified)	4	-7	-2	99	102	94	102	97

All compounds of this part (from the top)
SMILES	AHR act	procasp3 activ	proCasp7 act	RPL19A TOR yeast	AGP1-GFP MLPCN	CIT2-GFP yeast	MEP2-GFP yeast	LAP4-GFP MLPCN
Cc1ccccc1CSc1nnc(-c2ccccc2)c(=O)[nH]1	-1	-9	-5	95	101	97	102	99
O=C(O)c1cccc(S(=O)(=O)Nc2ccc3[nH]c(=O)[nH]c3c2)c1	0	-5	-4	94	104	103	91	105
CCN(CC(=O)Nc1c(F)cccc1F)C(=O)c1csc2c1CCCC2	2	-7	4	102	106	82	101	131
CC(C)(C)NCC(O)COc1c(F)cc(Br)cc1F (stereo unspecified)	3	-1	-2	105	108	108	108	107
Cc1ccn2c(=O)nc(SCC(=O)N3CCC(Cc4ccccc4)CC3)nc2c1	4	-8	2	98	104	99	98	114
O=C(NCc1cccnc1)C1CCN(S(=O)(=O)N2CCC3(CC2)OCCO3)CC1	-1	-5	13	97	100	101	96	101
CC(/C=N\Nc1nnc2c(n1)[nH]c1c(C)cccc12)=C\c1ccco1	57*	-5	5	99	109	99	101	95
C=CCNC(=O)C(C)Sc1ccc(Cl)cc1 (stereo unspecified)	-1	-17	4	100	106	95	97	101
CCCOc1ccc(C(O)CCNC(CC(=O)O)c2ccccc2)cc1 (stereo unspecified)	-2	5	3	103	92	98	106	106
CN1c2ccsc2/C(=N/Nc2ccccc2)CS1(=O)=O	74*	-17	-5	100	112	107	106	140
CCS(=O)(=O)N1Cc2ccccc2CC1C(=O)Nc1ncc(C)s1 (stereo unspecified)	7	0	5	103	105	108	112	97
Cc1ccc(C(=O)O/N=C(\N)c2ccc(Br)cc2)cc1	-6	5	5	104	84	96	101	104
CCOC(=O)N1CCC(NC(=O)CC(NS(=O)(=O)c2ccc(C)cc2)c2ccco2)CC1 (stereo unspecified)	4	-7	-2	99	102	94	102	97
CCOC(=O)C(C)Oc1ccc2c(-c3cccc([N+](=O)[O-])c3)cc(=O)oc2c1 (stereo unspecified)	-2	-2	-2	101	98	98	106	96
CCOc1ccc2oc(-c3ccccc3)c(C(=O)O)c2c1	7	-1	1	102	88	90	92	107
CCCCNC(=S)NNC(=O)c1sccc1C	-2	-8	2	99	98	102	106	99
Cc1nn(CC(=O)Nc2ccc(C(=O)N(C)C)cc2)c(=O)c2ccccc12	1	11	8	99	102	100	102	99
O=C(O)CCc1nn2c3ccccc3n(CCN3CCCCC3)c2nc1=O	-2	9	-12	100	x	102	108	102
Cc1cccc(NS(=O)(=O)c2cnc[nH]2)c1	5	-6	-5	98	99	91	64	83
CCOP(=O)(OCC)c1nc(-c2ccc(F)cc2)oc1NCc1ccccc1	3	0	7	92	92	82	96	95
CC(C)NC(=O)c1ccccc1NC(=O)C1COc2ccccc2O1 (stereo unspecified)	8	5	4	97	96	89	98	106
COc1ccc(NC(=O)c2ccccc2NC(=O)CSc2ccc(C)cc2)cc1	2	6	15	100	104	102	110	101
CN(C)S(=O)(=O)Oc1ccccc1C(=O)Nc1cccc(C(F)(F)F)c1	82*	-6	1	103	x	104	99	100
COc1cc(NC(=O)CC(C)S(=O)(=O)c2ccc3c(c2)NC(=O)CO3)cc(OC)c1OC (stereo unspecified)	0	5	3	98	97	98	93	97
CSc1ccc(CN2CCC(Cc3ccccc3)CC2)cc1	2	0	3	105	105	104	105	99
CC/S(CC1CC1(Cl)Cl)=N\S(=O)(=O)c1ccc(C)cc1 (stereo unspecified)	0	8	7	98	102	103	97	92
CCCc1nc2ccccc2n1CCc1ccccc1	1	2	6	102	101	104	104	98
CCOc1ccc(C(=O)N(Cc2ccc(OC)cc2)Cc2cc3cc(OC)ccc3[nH]c2=O)cc1	-2	-4	-7	98	94	99	98	106
Cc1[nH]c2ccccc2c1C(=O)NS(=O)(=O)Nc1ccc(Cl)cc1	10	4	-2	97	102	106	93	106
CCCCNc1ncnc2c1cnn2-c1ccc(C)cc1C	5	5	11	100	100	88	99	111

The final two records of the part before open the next one.
SMILES	AHR act	procasp3 activ	proCasp7 act	RPL19A TOR yeast	AGP1-GFP MLPCN	CIT2-GFP yeast	MEP2-GFP yeast	LAP4-GFP MLPCN
Cc1[nH]c2ccccc2c1C(=O)NS(=O)(=O)Nc1ccc(Cl)cc1	10	4	-2	97	102	106	93	106
CCCCNc1ncnc2c1cnn2-c1ccc(C)cc1C	5	5	11	100	100	88	99	111
CCn1c(N2CCC(C)CC2)nc2c1c(=O)n(C)c(=O)n2C	1	-4	-6	100	105	108	114	107
CCOC(=O)c1c(C)[nH]c(C(=O)CSc2nnnn2-c2ccc(C)cc2)c1C	3	0	-3	95	98	103	117	102
O=C(NCc1ccccc1)c1onc(CS(=O)(=O)c2ccccn2)c1C(=O)NCc1ccccc1	-1	4	8	106	97	93	97	110
COCc1nc(-c2ccc(-c3ccc(C)cc3)nc2OC)no1	3	2	-1	95	94	87	98	101
Cc1ccc(CN2CCN(Cc3cnc(N4CCOCC4)s3)CC2CCO)cc1 (stereo unspecified)	2	-9	8	101	102	103	107	103
CC(C)[C@H](NC(=O)c1ccccc1)C(=O)OCC(=O)N1CCN(C(=O)c2ccco2)CC1	2	4	-3	99	96	103	109	95
COc1ccc(Cl)cc1C(=O)Nn1c(-c2cccs2)nc2ccccc2c1=O	18	-1	-2	102	101	107	104	88
Cc1cc(/C=C(\C#N)C(=O)Nc2ccccc2)c(C)n1-c1ccc2c(c1)OCO2	-1	0	-4	94	98	97	99	97
Cc1cccc(OC(C)C(=O)OCC(=O)Nc2sccc2C(N)=O)c1 (stereo unspecified)	3	10	5	99	100	106	103	99
Cc1[nH]c(C)c(S(=O)(=O)N2CCc3ccccc32)c1C(=O)N1CCCCC1	1	0	-10	106	105	112	111	93
CCN1C(=O)CS/C1=N\S(=O)(=O)c1ccc(C)cc1	-1	-5	-3	97	93	95	97	98
CCN(CC)S(=O)(=O)c1cccc(C(=O)N/N=C2\CCCC(=O)C2)c1	2	2	3	110	110	109	109	102
CCN(CC)CCNC(=O)C1c2ccccc2Oc2ccccc21	1	3	-13	110	111	113	108	101
CCN(c1ccccc1)S(=O)(=O)c1cccc(C(=O)NCc2ccccc2CN2CCOCC2)c1	-1	8	1	89	88	86	97	86
COc1ccccc1NC(=S)N(Cc1ccc(Cl)cc1)CC1CCC(C(=O)O)CC1 (stereo unspecified)	5	3	3	87	79	88	84	83
O=C(NNC(=O)c1csc(N2CCOCC2)n1)c1ccc(Cl)nc1	1	2	1	97	102	91	98	101
CC1=C(C(=O)Nc2ccc(Br)cc2)C(c2ccco2)NC(=O)N1 (stereo unspecified)	107*	-2	-5	101	97	99	107	102
COc1ccc2c(C)cc(SC3CCOC3=O)nc2c1 (stereo unspecified)	7	-1	-12	101	95	100	104	98
O=C(CSc1nnc2c3ccccc3c3ccccc3c2n1)Nc1ccccc1	47*	11	0	102	99	100	108	102
COc1ccc(-n2ccc(=O)c3c2CCCC3=O)cc1	5	-1	-1	89	92	94	95	94
CCc1sc(N(C(=O)Cc2ccccc2)c2cccc(F)c2)nc1-c1ccc(C)cc1	-4	3	-1	104	103	104	106	104
COc1ccccc1-c1cc(N)n(S(=O)(=O)c2ccc(F)c(C)c2)n1	22	-4	0	110	118	106	116	111
CN(Cc1ccon1)C(=O)CCc1nnc(Cc2ccc(-c3ccccc3)cc2)o1	1	5	6	95	96	81	98	98
O=C1C2CCCCC2C(=O)N1c1ccc(S(=O)(=O)Nc2ncccn2)cc1 (stereo unspecified)	-4	-2	2	100	101	102	97	78
O=C(CN1C(=O)C2CC=CCC2C1=O)NC1=NCCS1 (stereo unspecified)	0	8	13	99	97	100	98	96
N#CC(C#N)=C1C=C2C=C(N3CCCCC3)CCC2CC1 (stereo unspecified)	-2	-27	-24	217[may fluoresce green]	190*[may fluoresce green]	631*[may fluoresce green]	896*[may fluoresce green]	712*[may fluoresce green]
CC(C)n1nc(C(=O)Nc2ccc(-n3cnnn3)cc2)c2ccccc2c1=O	-4	-1	4	97	98	110	107	88
COc1cccc(NS(=O)(=O)c2ccc3[nH]cc(C(=O)N(C)Cc4ccco4)c(=O)c3c2)c1	2	-16	-27	101	104	104	101	100
COC(=O)c1cc2c(cc1Cl)SC(=NCCCN1CCOCC1)NS2(=O)=O	-1	-1	1	101	106	101	105	94
O=C(NCCN1CCOCC1)c1c(Cl)cccc1Cl	1	-2	7	108	105	115	107	92
COc1ccc(/C=N\NC(=O)c2cc(OCC(F)(F)F)ccc2OCC(F)(F)F)cc1	15	2	-6	102	104	100	108	105
